TRHR ag = qHTS for Small Molecule Agonists and Allosteric Enhancers of Human TRH Receptor: Primary Screen for Agonists; Thyrotropin-releasing hormone receptor (Homo sapiens), P34981; TRHR cells, calcium flux fluo-8, FDSS agonist mode; activation, % at 2 µM; hit rate 0.18% among 360,000; AID 493084, 2011; also: 0% is about no effect
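In this calcium-flux screen, cells bearing human TRHR are dye-loaded with fluo-8, baselined for 10 cycles, then exposed to library compounds; positive kinetic calcium responses during the agonist phase mark hits, with TRH as control.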
TRHR enhancer = qHTS for Small Molecule Agonists and Allosteric Enhancers of Human TRH Receptor: Primary Screen for Enhancers; Thyrotropin-releasing hormone receptor (Homo sapiens), P34981; TRHR cells, fluo-8 calcium fluorescence, EC20 TRH enhancement; enhancement, % at 2 µM; hit rate 0.66% among 360,000; AID 493056, 2011; in the data active = enhancement above about 30%; also: 0% is about no effect
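TRHR-expressing cells loaded with fluo-8 calcium dye were read kinetically (ex 480/em 530) during compound addition, then stimulated with an EC20 of TRH (10 nM final). Enhancement of the Gq-mediated intracellular calcium response was scored.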
D1 potentiator = Potentiators of Human D1 Dopamine Receptor: qHTS; D(1A) dopamine receptor (Homo sapiens), P21728; HEK293 TREx D1 cells, calcium flux, dopamine EC20 potentiation; potentiation, % at 10 µM; hit rate 0.036% among 360,000; in the data active = potentiation above about 30%; also: 0% is about no effect
D1 ag = Allosteric Agonists of the Human D1 Dopamine Receptor: qHTS | HEK293 T-REx D1 cells, calcium flux, agonist mode | activation, % at 2 µM | hit rate 1% among 360,000 | AID 504660, 2011; also: 0% is about no effect
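Inducible HEK293 T-REx D1 cells, force-coupled to calcium signalling, were plated at 4000 cells/well with tetracycline and held overnight at 30 C. After no-wash calcium dye loading, compound-evoked calcium rise over 180 s flagged agonists.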
D2 potentiator = HTS Assay for Positive Allosteric Modulators of the Human D2 Dopamine Receptor: Primary Screen for Potentiators | potentiation, % at 10 µM | HEK293 T-REx D2, calcium flux, EC20 dopamine potentiation | hit rate 0.34% among 340,000;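 active = potentiation over 3 SD above the plate norm, cut at about 30% in these data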; also: 0% is about no effect
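Cells plated with tetracycline inducer and held overnight at 30 C; calcium dye loaded 30–90 min at room temperature; baseline taken, compound added and read 180 s; EC20 dopamine then added and read 180 s.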
D1 antagonist = Antagonist of Human D 1 Dopamine Receptor: qHTS; D(1A) dopamine receptor (Homo sapiens), P21728; activity change, negative = inhibition, % at 10 µM; hit rate 3.2% among 360,000; HEK293 TREx D1 cells, calcium flux, dopamine EC80; stronger effect = lower value; in the data active = activity change below about -30%; also: % is scaled to controls: 0 for no effect and ±100 for the full control effect
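Inducible Hek293 Trex D1 cells (tetracycline, overnight, 30 C). Calcium dye 30–90 min RT. Antagonist mode: EC80 dopamine added after 180 s compound read.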
D2 antagonist = HTS Assay for Allosteric Antagonists of the Human D2 Dopamine Receptor: Primary Screen for Antagonists | D(2) dopamine receptor (Homo sapiens), P14416 | hit rate 2% among 340,000 | HEK293 TREx D2 cells, calcium flux, dopamine EC80 | AID 485344, 2010 | inhibition, % at 10 µM; in the data active = inhibition above about 30%; also: 0% is about no effect
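Tetracycline-induced HEK293 T-REx cells expressing D2 force-coupled to calcium signalling were dye-loaded, exposed to compound for 180 s, then challenged with an EC80 of dopamine; calcium flux was followed kinetically for a further 180 s.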
D2 agonist = HTS Assay for Allosteric Agonists of the Human D2 Dopamine Receptor: Primary Screen for Agonists | HEK293 T-REx D2 cells, calcium flux agonist mode | hit rate 0.53% among 340,000 | activation, % at 2 µM;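 active = activation over 3 SD above normal in the single-dose calcium agonist read, cut at about 30% in these data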; also: 0% is about no effect
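Tetracycline-induced HEK293 Trex cells with D2 receptor force-coupled to calcium signaling, plated overnight at 30 C and loaded with no-wash calcium dye. Calcium flux read kinetically for 180 s after compound addition; responses flag agonists.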
RXFP1 antagonist = qHTS Assay for Antagonists of the Relaxin Receptor RXFP1; hit rate 0.59% among 350,000; HEK293-RXFP1, relaxin-stimulated cAMP HTRF, 30 min; stronger effect = lower value; activity change, negative = inhibition, % at 57.5 µM; Relaxin receptor 1 (Homo sapiens), Q9HBX9;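 active = activity change of -60% or lower, but not beyond a set lower limit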; also: % is scaled to controls: 0 for no effect and ±100 for the full control effect
Target sequence (Q9HBX9 whole entry, looked up): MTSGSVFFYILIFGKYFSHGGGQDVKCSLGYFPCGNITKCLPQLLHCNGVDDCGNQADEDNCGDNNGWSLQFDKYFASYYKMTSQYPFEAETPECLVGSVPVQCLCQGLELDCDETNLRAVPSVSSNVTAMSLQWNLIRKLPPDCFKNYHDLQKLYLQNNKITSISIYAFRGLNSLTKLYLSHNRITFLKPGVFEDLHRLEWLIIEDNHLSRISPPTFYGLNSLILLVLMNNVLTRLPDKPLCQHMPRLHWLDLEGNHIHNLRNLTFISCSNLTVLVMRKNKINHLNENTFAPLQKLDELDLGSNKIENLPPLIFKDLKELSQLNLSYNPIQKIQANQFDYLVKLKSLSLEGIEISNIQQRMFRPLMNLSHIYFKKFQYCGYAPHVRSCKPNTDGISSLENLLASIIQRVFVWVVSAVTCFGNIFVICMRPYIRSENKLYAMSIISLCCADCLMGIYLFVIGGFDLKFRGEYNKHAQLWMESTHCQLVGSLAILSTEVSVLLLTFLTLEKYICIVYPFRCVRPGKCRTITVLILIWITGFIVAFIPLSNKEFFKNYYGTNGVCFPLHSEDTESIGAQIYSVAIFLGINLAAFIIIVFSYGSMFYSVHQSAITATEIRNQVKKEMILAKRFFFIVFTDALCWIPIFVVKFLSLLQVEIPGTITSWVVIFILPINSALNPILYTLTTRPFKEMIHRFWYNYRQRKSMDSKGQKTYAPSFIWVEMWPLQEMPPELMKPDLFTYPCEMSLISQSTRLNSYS
Active calls of the source: *. Rule as the data show it, unless noted: active = activation above about 30%; inactive = the rest.

What do the screens show for `COc1ccccc1N1CCN(C(=O)c2oc3cc(C)cc(C)c3c2C)CC1`?
TRHR ag: 0.6; TRHR enhancer: -3; D1 potentiator: 4; D1 ag: 0; D2 potentiator: -2; D1 antagonist: 14; D2 antagonist: -14; D2 agonist: 0.4; RXFP1 antagonist: -24

What do the screens show for `O=C(NC(Cc1ccccc1)C(=O)N1CCCCC1)c1ccccc1` (stereo not drawn)?
TRHR ag: -0.2; TRHR enhancer: -3; D1 potentiator: 0; D1 ag: 0; D2 potentiator: 6; D1 antagonist: 7; D2 antagonist: -13; D2 agonist: 0.2; RXFP1 antagonist: -4

How did CCOCCCNC(=O)CCS(=O)(=O)Cc1ccc(C)cc1 do in these assays?
TRHR ag: -0.8; TRHR enhancer: -10; D1 potentiator: -10; D1 ag: -1; D2 potentiator: -6; D1 antagonist: -6; D2 antagonist: -26; D2 agonist: -0.4; RXFP1 antagonist: 8

How did CCN(C(=O)COC(=O)CNS(=O)(=O)c1ccc2ccccc2c1)C1CCCCC1 do in these assays?
TRHR ag: -1.7; TRHR enhancer: 5; D1 potentiator: -4; D1 ag: -2; D2 potentiator: -2; D1 antagonist: -18; D2 antagonist: -3; D2 agonist: -0.3; RXFP1 antagonist: 0

What do the screens show for `CC[n+]1ccccc1/C=C1\Sc2ccc(C)cc2N1C`?
TRHR ag: 4.9; TRHR enhancer: 11; D1 potentiator: -2; D1 ag: 3; D2 potentiator: -2; D1 antagonist: 1; D2 antagonist: -13; D2 agonist: 3.3; RXFP1 antagonist: -2

What do the screens show for `O=[N+]([O-])c1ccc(Oc2ccc(F)cc2)c2ccncc12`?
TRHR ag: -0.8; TRHR enhancer: 4; D1 potentiator: 2; D1 ag: 2; D2 potentiator: 14; D1 antagonist: 8; D2 antagonist: -3; D2 agonist: -0.8; RXFP1 antagonist: -6

Results for COc1ccc(S(=O)(=O)NCCc2sc(-c3cccnc3)nc2C)cc1 ?
TRHR ag: 0.0; TRHR enhancer: -6; D1 potentiator: -3; D1 ag: 2; D2 potentiator: 6; D1 antagonist: 0; D2 agonist: -1.2

How did O=C(CC(NC(=O)c1ccccc1)c1ccccc1)Nc1cccc2ccccc12 (stereo not drawn) do in these assays?
TRHR ag: 0.8; TRHR enhancer: 16; D1 potentiator: 13; D1 ag: 4; D2 potentiator: 11; D1 antagonist: 4; D2 antagonist: 0; D2 agonist: 0.7; RXFP1 antagonist: -24

What do the screens show for `COc1ccc(CN2CC(C(N)=O)Oc3ccccc32)cc1F` (stereo not drawn)?
TRHR ag: 0.8; TRHR enhancer: 2; D1 potentiator: -1; D1 ag: 1; D2 potentiator: 28; D1 antagonist: -8; D2 antagonist: 3; D2 agonist: -0.2; RXFP1 antagonist: -1

What do the screens show for `O=C(CCc1ccc(S(=O)(=O)N2CCOCC2)cc1)N1CCc2ccccc2C1`?
TRHR ag: 0.0; TRHR enhancer: 1; D1 potentiator: -7; D1 ag: 2; D2 potentiator: -2; D1 antagonist: 11; D2 antagonist: 8; D2 agonist: 1.7; RXFP1 antagonist: -4

What do the screens show for `COC(=O)c1ccc(Cl)cc1NC(=O)Nc1nnc(N(C)Cc2ccccc2)s1`?
TRHR ag: -0.8; TRHR enhancer: 11; D1 potentiator: -2; D1 ag: 0; D2 potentiator: 17; D1 antagonist: -19; D2 agonist: -1.3; RXFP1 antagonist: -21

How did O=C(O)C1CC=CCC1C(=O)NNS(=O)(=O)c1ccccc1 (stereo not drawn) do in these assays?
TRHR ag: -2.9; TRHR enhancer: -1; D1 potentiator: 1; D1 ag: 2; D2 potentiator: -6; D1 antagonist: 1; D2 antagonist: 14; D2 agonist: 0.3; RXFP1 antagonist: -9

How did Cc1ccc(Cl)cc1N1CCN(C(=O)COc2ccc3c(c2)CCC3)CC1 do in these assays?
TRHR ag: 0.4; TRHR enhancer: 1; D1 potentiator: -2; D1 ag: 4; D2 potentiator: 5; D1 antagonist: 4; D2 antagonist: 12; D2 agonist: -0.2; RXFP1 antagonist: -7

Results for CC(C)(C)n1nc2c(c1NC(=O)c1ccccc1C(F)(F)F)CS(=O)(=O)C2 ?
TRHR ag: 0.2; TRHR enhancer: 1; D1 potentiator: -9; D1 ag: 2; D2 potentiator: -3; D1 antagonist: 0; D2 antagonist: 1; D2 agonist: 0.0; RXFP1 antagonist: -9

What do the screens show for `O=C1C2C3C=CC(C3=C(c3ccccc3)c3ccccc3)C2C(=O)N1Cc1ccccc1` (stereo not drawn)?
TRHR ag: -0.4; TRHR enhancer: -2; D1 potentiator: -1; D1 ag: 5; D1 antagonist: -14; RXFP1 antagonist: -10

Results for CC1CCCCN1CCNC(=O)c1ccc2c(=O)n(Cc3ccc(Cl)cc3)c(=S)[nH]c2c1 (stereo not drawn) ?
TRHR ag: 0.6; TRHR enhancer: 1; D1 potentiator: 0; D1 ag: 22; D2 potentiator: 0; D1 antagonist: -21; D2 antagonist: 23; D2 agonist: 0.6; RXFP1 antagonist: -9

What do the screens show for `CCCc1nn(C)c(C(=O)Nc2cccc3ccccc23)c1Cl`?
TRHR ag: 0.0; TRHR enhancer: -1; D1 potentiator: -2; D1 ag: -1; D2 potentiator: 3; D1 antagonist: 7; D2 antagonist: -4; D2 agonist: 0.6; RXFP1 antagonist: -21

What do the screens show for `CCN1C(=O)c2ccccc2S(=O)(=O)c2ccc(C(=O)NCc3ccccc3OC)cc21`?
TRHR ag: 0.2; TRHR enhancer: -3; D1 potentiator: -2; D1 ag: 3; D2 potentiator: 1; D1 antagonist: 2; D2 agonist: -0.5

Results for CCN1CCN(c2c(Cl)cccc2NC(=O)c2cccs2)CC1 ?
TRHR ag: -0.8; TRHR enhancer: 0; D1 potentiator: 0; D1 ag: 1; D2 potentiator: 12; D1 antagonist: -10; D2 antagonist: 6; D2 agonist: -0.8; RXFP1 antagonist: -1

Results for Cc1ccc(C)c(NC(=O)CN(C)C(=O)Cc2ccccc2)c1 ?
TRHR ag: -0.1; TRHR enhancer: -3; D1 potentiator: 5; D1 ag: 2; D2 potentiator: -6; D1 antagonist: 11; D2 antagonist: -5; D2 agonist: 0.5; RXFP1 antagonist: -5

Compounds listed so far with four or more nitrogen atoms (two):
What do the screens show for `COC(=O)c1ccc(Cl)cc1NC(=O)Nc1nnc(N(C)Cc2ccccc2)s1`?
TRHR ag: -0.8; TRHR enhancer: 11; D1 potentiator: -2; D1 ag: 0; D2 potentiator: 17; D1 antagonist: -19; D2 agonist: -1.3; RXFP1 antagonist: -21

Results for CC1CCCCN1CCNC(=O)c1ccc2c(=O)n(Cc3ccc(Cl)cc3)c(=S)[nH]c2c1 (stereo not drawn) ?
TRHR ag: 0.6; TRHR enhancer: 1; D1 potentiator: 0; D1 ag: 22; D2 potentiator: 0; D1 antagonist: -21; D2 antagonist: 23; D2 agonist: 0.6; RXFP1 antagonist: -9

Additional structures follow:
What do the screens show for `Cc1nn(C(=O)c2ccccc2)c2c1C(=O)CC(C)(C)C2`?
TRHR ag: 0.7; TRHR enhancer: 7; D1 potentiator: 7; D1 ag: -4; D2 potentiator: 18; D1 antagonist: 4; D2 antagonist: 3; D2 agonist: -0.3; RXFP1 antagonist: 2

How did CC(=O)c1ccc(N2CCN(C(=S)Nc3ccc(Cl)c(Cl)c3)CC2)cc1 do in these assays?
TRHR ag: 0.0; TRHR enhancer: -6; D1 potentiator: -2; D1 ag: 7; D2 potentiator: -7; D1 antagonist: -23; D2 antagonist: 4; D2 agonist: -0.2; RXFP1 antagonist: -8

Results for COc1ccccc1NC(=O)c1ccc(Cl)c(S(=O)(=O)N2CCOCC2)c1 ?
TRHR ag: -0.4; TRHR enhancer: 1; D1 potentiator: 3; D1 ag: 0; D2 potentiator: -1; D1 antagonist: 2; D2 antagonist: 3; D2 agonist: 2.9; RXFP1 antagonist: 3

What do the screens show for `CC1(C)CC(CC(=O)NNc2nc(-c3ccccc3)cs2)C(=O)O1` (stereo not drawn)?
TRHR ag: 0.1; TRHR enhancer: -6; D1 potentiator: 5; D1 ag: 1; D2 potentiator: -5; D1 antagonist: 7; D2 antagonist: 6; D2 agonist: 0.2; RXFP1 antagonist: -13

How did COc1cc(C(=O)NC2CC(=O)N(c3cccc(F)c3)C2)cc(OC)c1OC (stereo not drawn) do in these assays?
TRHR ag: -0.1; TRHR enhancer: 13; D1 potentiator: -1; D1 ag: 1; D2 potentiator: 4; RXFP1 antagonist: -23

Results for CNC(=O)/C(C#N)=C/c1cn(CC(=O)OC)c2ccccc12 ?
TRHR ag: 1.0; TRHR enhancer: -9; D1 potentiator: -6; D1 ag: 2; D2 potentiator: -3; D1 antagonist: -3; D2 antagonist: 4; D2 agonist: 0.8; RXFP1 antagonist: -6

Results for Cc1ccc(Cl)cc1NC(=O)c1ccccn1 ?
TRHR ag: -1.3; TRHR enhancer: -5; D1 potentiator: -7; D1 ag: 1; D2 potentiator: -1; D1 antagonist: 3; D2 antagonist: 5; D2 agonist: 1.0; RXFP1 antagonist: -6

How did CC(C)(CC(=O)O)CC(=O)Nc1ccc2c(c1)ncn2CCc1ccccc1 do in these assays?
TRHR ag: 0.1; TRHR enhancer: -2; D1 potentiator: -2; D1 ag: 2; D2 potentiator: -6; D1 antagonist: 3; D2 antagonist: 9; D2 agonist: 1.5; RXFP1 antagonist: -1

What do the screens show for `COc1ccc(CCN2C(=O)CN(C3CCC(C)CC3)C(=O)C2c2ccc(OC(C)C)c(OC)c2)cc1OC` (stereo not drawn)?
TRHR ag: -0.7; TRHR enhancer: -4; D1 potentiator: 0; D1 ag: 6; D2 potentiator: -1; D1 antagonist: -4; D2 agonist: -0.4; RXFP1 antagonist: -8

How did COc1ccc2nc(SCC(=O)Nc3ccc(S(=O)(=O)Nc4onc(C)c4C)cc3)[nH]c2c1 do in these assays?
TRHR ag: -0.6; TRHR enhancer: 0; D1 potentiator: 14; D1 ag: 2; D2 potentiator: -2; D1 antagonist: 12; D2 antagonist: -8; D2 agonist: -0.2; RXFP1 antagonist: 5

How did O=C(NCc1ccncc1)Nc1ccc(Cl)cc1Cl do in these assays?
TRHR ag: -0.1; TRHR enhancer: -5; D1 potentiator: -8; D1 ag: 4; D2 potentiator: -16; D1 antagonist: 3; D2 antagonist: -14; D2 agonist: 0.4; RXFP1 antagonist: 6

Retrieved one by one from the list above, 2 records:
Results for CNC(=O)/C(C#N)=C/c1cn(CC(=O)OC)c2ccccc12 ?
TRHR ag: 1.0; TRHR enhancer: -9; D1 potentiator: -6; D1 ag: 2; D2 potentiator: -3; D1 antagonist: -3; D2 antagonist: 4; D2 agonist: 0.8; RXFP1 antagonist: -6

How did CC(C)(CC(=O)O)CC(=O)Nc1ccc2c(c1)ncn2CCc1ccccc1 do in these assays?
TRHR ag: 0.1; TRHR enhancer: -2; D1 potentiator: -2; D1 ag: 2; D2 potentiator: -6; D1 antagonist: 3; D2 antagonist: 9; D2 agonist: 1.5; RXFP1 antagonist: -1
